# High-throughput results from PubChem BioAssay.
# MITF primary: MITF inhibitors, primary screen, biochemical, AlphaScreen, human. AlphaScreen MITF homodimerization, bead proximity signal. inhibition, % at 2.6 µM. hit rate 0.91% among 650,000; in the data active = inhibition above about 50%;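 note: 0% = vehicle wells with protein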
# Target sequence (O75030 whole entry, looked up): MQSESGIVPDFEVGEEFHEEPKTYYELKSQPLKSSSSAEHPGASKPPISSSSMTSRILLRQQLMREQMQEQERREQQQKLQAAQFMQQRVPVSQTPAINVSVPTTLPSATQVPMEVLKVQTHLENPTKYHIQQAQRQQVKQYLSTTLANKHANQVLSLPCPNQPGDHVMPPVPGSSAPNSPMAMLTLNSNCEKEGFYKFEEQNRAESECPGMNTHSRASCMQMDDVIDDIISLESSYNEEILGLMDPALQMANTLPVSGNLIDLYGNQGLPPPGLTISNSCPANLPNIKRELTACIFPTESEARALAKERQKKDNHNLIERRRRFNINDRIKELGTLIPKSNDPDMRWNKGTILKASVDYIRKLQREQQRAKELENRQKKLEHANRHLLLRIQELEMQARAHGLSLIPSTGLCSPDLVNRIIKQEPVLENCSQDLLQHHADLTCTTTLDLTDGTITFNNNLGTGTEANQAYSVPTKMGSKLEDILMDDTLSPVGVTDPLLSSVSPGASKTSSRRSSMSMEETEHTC
# GPR151 ag: activators of human GPR151, primary screen, cell-based, PathHunter beta-arrestin, luminescence | PathHunter beta-arrestin GPR151 cells | G-protein coupled receptor 151 (Homo sapiens), Q8TDV0 | hit rate 1% among 650,000 | activation, % at 11.2 µM; in the data active = activation above about 4.9%;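 note: 0% = median of compound wells and 100% = cells with positive control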
# Target sequence (Q8TDV0 whole entry, looked up): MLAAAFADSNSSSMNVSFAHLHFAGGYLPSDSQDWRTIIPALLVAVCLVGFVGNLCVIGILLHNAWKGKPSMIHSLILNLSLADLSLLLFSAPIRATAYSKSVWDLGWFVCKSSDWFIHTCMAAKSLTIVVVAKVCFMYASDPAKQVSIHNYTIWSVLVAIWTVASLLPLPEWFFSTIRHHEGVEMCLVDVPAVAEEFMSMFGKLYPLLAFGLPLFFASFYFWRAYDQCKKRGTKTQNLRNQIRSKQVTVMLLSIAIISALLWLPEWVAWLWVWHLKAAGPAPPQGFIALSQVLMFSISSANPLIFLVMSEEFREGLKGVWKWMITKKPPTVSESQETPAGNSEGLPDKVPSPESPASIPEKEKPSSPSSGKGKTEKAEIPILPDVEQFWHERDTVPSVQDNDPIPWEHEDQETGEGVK
# TEAD-YAP inh: TEAD-YAP interaction inhibition, primary screen, TEAD-YAP interaction inhibitor project, luminescence, HEK-TIYL cells; TEAD-Gal4/YAP UAS-luciferase luminescence; inhibition, % at 9.12 µM; hit rate 1.4% among 640,000; in the data active = inhibition above about 32%;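 note: 0% = median of test compound wells and 100% = reference inhibitor wells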
# FBW7 activator: FBW7 E3 ligase activators, primary screen, biochemical, AlphaScreen, human | F-box/WD repeat-containing protein 7 (Homo sapiens), Q969H0 | AlphaScreen FBW7–phospho-cyclin E peptide binding, activator screen | normalized activity (activation), % at 26.1 µM | hit rate 0.13% among 650,000; in the data active = normalized activity above about 1.9%;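 note: purified mutant Fbw7 with reduced substrate affinity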
# * = called active by the depositor.
SMILES,MITF primary,GPR151 ag,TEAD-YAP inh,FBW7 activator
OCCC1CCCCN1c1ccnc2c(-c3cccc(C(F)(F)F)c3)cnn12 (stereo not given),-7.5,-1.5,55.1*,-0.2
CCCC1(O)CC(c2ccc(OC)cc2)NC(c2ccc(OC)cc2)C1C (stereo not given),-14.1,-0.3,1.4,0.0
Cn1c(=O)c(C(=O)Nc2cccc(F)c2)c(O)c2ccccc21,21.7,-0.6,-20.9,0.1
Cc1cc(C)n(-c2ccc(Cl)c(C(=O)NCc3ccccn3)n2)n1,-9.3,-1.2,0.3,-0.1
N#Cc1c(SCc2ccccc2)cc(SCc2ccccc2)cc1SCc1ccccc1,-7.0,-0.4,-8.9,-0.1
CC(=O)C(C(C)=O)c1cc(Nc2ccc(C)cc2)c2c3c(onc13)-c1ccccc1C2=O,-0.2,2.4,3.0,-0.1
O=C(NC(=S)Nc1cccnc1Cl)c1ccc(Br)o1,2.4,-3.4,-40.5,-0.2
Cc1ccc(C(=O)N/C(=C/c2ccco2)C(=O)NC2CCCCC2)cc1,7.6,-0.6,10.0,-0.1
CNc1c(NC(=O)c2ccc(Cl)cc2)c(=O)oc2ccccc12,2.2,0.5,1.2,0.0
Clc1ccc(CSc2nnc3c(n2)[nH]c2ccccc23)cc1,-3.1,0.2,0.3,0.0
CN(C)c1ccc(/C=C\c2nc3ccccc3c(=O)n2-c2cccc3ccccc23)cc1,6.4,-1.2,8.0,0.1
O=C(NCCc1ccccc1)N1CCC(CO)(Cc2ccccc2Cl)CC1,-17.0,1.0,3.7,0.1
Cc1ccc(S(=O)(=O)Nc2cccc(C(=O)NCCN3CCOCC3)c2)cc1,4.5,2.8,-1.5,-0.1
CN1CCC(CCNCc2ccc(OCC(O)CN(C)Cc3ccccc3)cc2)CC1 (stereo not given),2.8,1.0,2.7,-0.1
CCSc1nc2sccn2c(=O)c1C(=O)NCc1cccc(Cl)c1,4.2,4.3,-2.9,-0.4
CC(C)(C)C1(O)C(=O)Nc2ccccc21 (stereo not given),-10.9,-0.6,0.1,-0.1
O=C(Nc1ccc2c(c1)OCCO2)c1ccccc1[N+](=O)[O-],-6.6,-1.2,-34.9,-0.1
CCOc1ccc(/C(O)=C2/C(=O)C(=O)N(CCCN3CCOCC3)C2c2ccc(C(C)C)cc2)cc1C (stereo not given),-6.9,0.4,-7.8,-0.1
CC(C)CC1C(C#N)=C(N)Oc2n[nH]c(-c3cccs3)c21 (stereo not given),-10.6,-1.3,-5.1,-0.9
O=C(NCc1ccco1)c1ccc2c(=O)n(CC3CCCO3)c(SCc3ccc(Cl)cc3)nc2c1 (stereo not given),2.1,0.4,-6.0,-0.1
Fc1ccc(Nc2nnnc3c2cnn3-c2ccccc2)c(F)c1,17.0,-9.3,1.2,0.5
O=C(CNc1ccc(Br)cc1Br)N/N=C/c1ccc(O)cc1O,-0.6,-0.2,14.3,-0.1
O=C(CSc1nc2ccccc2n1-c1ccccc1)Nc1nccs1,-1.0,-0.2,8.7,-0.1
COc1cc(NC(=O)c2cc3ccccc3cc2OCC(=O)NC(C)(C)C)c(OC)cc1Cl,-6.8,1.6,-7.6,-0.1
O=C1c2ccccc2C(=O)N1/N=C/c1ccc(O)cc1O,7.4,-0.7,-12.3,-0.1
O=C(COc1ccc(Cl)cc1)N1CCN(C(=O)c2cccs2)CC1,-6.6,-1.0,-0.4,-0.1
CCOC(=O)C1=C(C)N=c2s/c(=C\c3cc(Br)c(OC)cc3OC)c(=O)n2C1c1ccc(OC)c(OC)c1 (stereo not given),13.4,0.2,-1.5,0.0
COC(=O)c1c(OC2CCCC2)cc(=O)n2c1CCN(Cc1ccccc1)CC2,16.5,0.1,3.3,0.3
Nc1ccc(S(=O)(=O)c2ccc([N+](=O)[O-])cc2)cc1,10.7,-0.4,12.4,0.0
COc1ccccc1-n1c(SCC(=O)c2ccc(Cl)cc2)nc2sc3c(c2c1=O)CC(C)(C)OC3,-4.9,1.9,-4.0,0.0

# Complete entries from above.
# Fc1ccc(Nc2nnnc3c2cnn3-c2ccccc2)c(F)c1 in the list: MITF primary = 17.0; GPR151 ag = -9.3; TEAD-YAP inh = 1.2; FBW7 activator = 0.5
# COc1cc(NC(=O)c2cc3ccccc3cc2OCC(=O)NC(C)(C)C)c(OC)cc1Cl in the list: MITF primary = -6.8; GPR151 ag = 1.6; TEAD-YAP inh = -7.6; FBW7 activator = -0.1
# O=C(COc1ccc(Cl)cc1)N1CCN(C(=O)c2cccs2)CC1 in the list: MITF primary = -6.6; GPR151 ag = -1.0; TEAD-YAP inh = -0.4; FBW7 activator = -0.1

# Back to the main list with the 2 entries that preceded the break.
SMILES,MITF primary,GPR151 ag,TEAD-YAP inh,FBW7 activator
Nc1ccc(S(=O)(=O)c2ccc([N+](=O)[O-])cc2)cc1,10.7,-0.4,12.4,0.0
COc1ccccc1-n1c(SCC(=O)c2ccc(Cl)cc2)nc2sc3c(c2c1=O)CC(C)(C)OC3,-4.9,1.9,-4.0,0.0
COc1ccccc1Nc1ncc2c(n1)CC(C)CC2=O (stereo not given),2.5,-0.2,-16.6,-0.1
O=S(=O)(Cc1ccc(Cl)cc1)c1nc2ccccc2[nH]1,-4.6,0.9,-5.3,0.1
COc1ccc(-c2nc3ccccc3c(C(=O)Nc3ccc(C(C)=O)cc3)c2C)cc1,6.5,0.4,-0.8,0.2
COc1ccc(Cl)cc1C(=O)Nc1c2c(nn1C)CCC2,9.2,0.0,-0.5,0.0
CC(=O)N1CCN(c2nc(-c3ccccc3)c3cc(Br)ccc3n2)CC1,5.8,-0.4,-0.9,0.2
CN1CCC(N2CCCC(C(=O)O)C2)CC1 (stereo not given),1.6,0.1,-8.1,0.3
CCCc1cc(=O)n2[nH]c(C)c(-c3ccccc3)c2n1,-2.5,-0.3,9.8,-0.2
O=C(CCN1CCCCC1)Nc1ccc(OC(F)(F)F)cc1,13.9,2.0,9.3,0.1
CCCCC(O)(CCCC)C1=NN(c2ccc(F)cc2)C(=O)C(c2ccccc2)(c2ccccc2)O1,12.7,0.6,9.7,0.4
CC1(c2ccccc2)CC(C)(C)N(C(=O)CSc2nnc(N)s2)c2ccccc21 (stereo not given),-1.4,0.7,-9.4,-0.2
O=C(O)C=C1C2CC3CC(C2)CC1C3,2.2,1.9,-2.0,0.0
FC(F)(F)c1c(Cl)nc(Nc2ccccc2)c(Cl)c1Cl,1.8,1.1,11.8,0.0
CS(=O)(=O)N(Cc1ccco1)CC(O)Cn1cc(C=O)c2ccccc21 (stereo not given),-6.3,-0.7,3.7,0.2
CC(=O)c1ccc(NC(=O)Nc2ccn(C)n2)cc1,16.2,-1.1,-11.4,0.0
CCNc1c(NS(=O)(=O)c2ccc(F)cc2)c(=O)oc2ccccc12,-4.0,0.2,-9.9,-0.4
O=C(NCC1CCN(C(=O)c2ccc(F)cc2)CC1)c1ccc(F)cc1,-3.7,1.1,4.7,0.0
COc1ccc(N=C(C)C2=C(O)CSC2=O)cc1,14.7,-1.2,-23.3,-0.1
O=c1c2ccccc2n2c(-c3cccnc3)nnc2n1Cc1ccc(F)cc1,4.8,0.1,9.7,-0.7
Cn1nc(Oc2nc(N3CCOCC3)nc(N3CCOCC3)n2)ccc1=O,3.9,-0.4,6.6,0.1
c1ccc(-c2nnn(-c3ncnc4sccc34)n2)cc1,6.1,-6.2,-29.0,0.1
CCOc1nc(NC(=O)NS(=O)(=O)Oc2cccc(Cl)c2)nc(-c2ccccc2)n1,-3.4,-1.4,-5.3,0.0
Cc1csc(SCC(=O)Nc2ccc3c(c2)OCCO3)n1,-16.9,2.0,-30.2,0.4
O=C(COc1ccccc1[N+](=O)[O-])Nc1ccccc1N1CCCCC1,16.4,-1.3,-3.9,0.0
O=C(NC1CC1)c1ccc(-c2cnn3c(NCc4ccc(F)cc4)ccnc23)cc1,-14.4,1.1,-7.9,0.3
COc1ccc(N2C(=O)CSC23C(=O)N(CN2CCCC(C)C2)c2ccccc23)cc1 (stereo not given),0.8,-0.7,-0.4,0.1
CC1(C)OC(=O)C(=Cc2ccc(-c3ccccc3I)o2)C(=O)O1,-86.5,0.1,-0.6,0.1
Cc1c(C(=O)Nc2cc(Sc3ccc(F)cc3)cc([N+](=O)[O-])c2)sc2ncn(C)c(=O)c12,-3.6,-1.0,-14.0,0.0
COC(=O)C(C)Sc1nc(-c2ccc(F)cc2)nc2c1c(=O)n(C)c(=O)n2C (stereo not given),14.1,-0.7,-1.0,0.9
COC(=O)CNC(=O)C(CO)NC(=O)Oc1ccccc1 (stereo not given),3.5,1.1,5.5,0.0
CC(=O)Oc1c(C(C)=O)ccc2ccccc12,4.3,0.3,1.3,0.4
CC1(C)C(=O)NCCN1C(=O)CCC(=O)O,3.8,-0.4,6.1,0.2
CCCNS(=O)(=O)c1ccc(F)c(C(=O)Nc2ccc(C)c(F)c2)c1,-5.4,0.8,3.2,-0.1
CC(C)(C)c1ccc(/C=C/C(=O)Nc2ccncc2)cc1,17.1,-0.1,-15.9,0.0
COC(CNC(=O)c1ccc2c(c1)ncn2-c1ccc(F)c(F)c1)OC,9.9,-1.2,-12.5,0.2
O=c1[nH]c2ncc(-c3cccc(O)c3)nc2n1CC1CCOCC1,3.9,1.4,-10.2,0.3
Cc1cccc(COc2cccc3ccc(N4CCC(C(N)=O)CC4)nc23)c1,18.5,-0.6,14.3,0.7
CCCc1[nH]nc2c1C(c1ccc(OC)c(O)c1)C(C#N)=C(N)O2 (stereo not given),5.6,-1.1,-10.2,-0.1
CCOC(=O)COc1ccccc1C(c1c[nH]c2ccccc12)c1c[nH]c2ccccc12,4.3,1.1,-12.3,0.0
COCCCn1c(SCC(=O)Nc2ccc(C)cc2)n[nH]c1=O,6.3,2.8,9.8,0.3
CC1=C(C(=O)OCC2CCCO2)C(c2cc3c(cc2Br)OCO3)C2=C(CCCC2=O)N1 (stereo not given),-6.5,0.3,3.4,0.0
Cc1cc(C)cc(NC(=O)c2ccc(S(=O)(=O)N3CC(C)CC(C)C3)cc2)c1 (stereo not given),-1.4,1.4,-4.4,0.0
CCOC(=O)CNCCC(=O)c1ccc(OC)cc1,7.1,0.1,-0.1,0.1
CCOc1ccc(NC(=O)N(CCc2ccncc2)C(C)C)cc1,1.7,-0.5,1.5,0.9
O=C(NCc1ccc(Cl)cc1)c1ccc(CNc2c(N3CCOCC3)c(=O)c2=O)cc1,11.2,1.4,5.3,0.1
CCCSC1=C(C#N)C(c2ccc(Cl)cc2)CC(=O)N1 (stereo not given),0.8,0.9,-1.7,0.3
CCOC(=O)N1CCc2c(sc(NC(=O)/C=C/c3ccccc3)c2C#N)C1,-8.8,-2.0,34.7*,0.0
CC(=O)NC1=NC(=O)/C(=C/c2cc(C)n(-c3ccc4c(c3)OCO4)c2C)S1,1.7,0.5,4.0,-0.1
CSCCC(=O)N1C(C)CCCC1C(=O)O (stereo not given),-1.5,0.8,-4.6,-0.1
CCNC(=O)N1CCN(c2ccc3cccc(-c4ccccc4F)c3n2)CC1,16.6,-1.4,5.1,0.4
O=C(Nc1c2c(nn1-c1ccc(F)cc1)CS(=O)C2)c1cccc(C(F)(F)F)c1 (stereo not given),-1.1,0.3,-7.5,-0.1
# Going on with the list:
SMILES,MITF primary,GPR151 ag,TEAD-YAP inh,FBW7 activator
CC(=O)NC1(c2ccc(C)cc2)CCN(CC2CCCO2)CC1 (stereo not given),6.8,-0.6,7.8,0.4
CCOC(=O)N1CCN(C(=O)c2ccc(N3CC4CC(C3)c3cccc(=O)n3C4)c(NC(=O)CCN3CCOCC3)c2)CC1 (stereo not given),4.0,0.6,5.7,0.1
CC(C)Oc1ccc(C(=O)Nc2nc(-c3cccnc3)cs2)cc1,-4.8,-2.0,-7.6,0.3
Cc1c(NC(=O)c2cc([N+](=O)[O-])ccc2Cl)cccc1C(=O)O,0.5,-0.5,6.5,-0.1
O=C(CSCCn1c(=O)[nH]c2ccccc2c1=O)c1ccc(Br)cc1,-4.3,0.9,-4.6,0.0
O=C1CN(C(=O)COC(=O)CC2CC3CCC2C3)c2ccccc2N1 (stereo not given),2.6,0.8,-10.1,-0.1
O=C(NCc1ccncc1)c1cc2nc(-c3ccco3)cc(C(F)(F)F)n2n1,17.4,-2.1,12.2,0.6
O=[N+]([O-])c1ccc2ccn(C3OCC(O)C(O)C3O)c2c1 (stereo not given),15.2,1.2,2.1,0.8
Cc1c(-c2ccccc2)n[nH]c1C(=O)N/N=C/c1cccnc1,10.0,2.3,-42.3,0.0
CCC1CN(CCC(=O)N2CCN(Cc3nccn3C)CC2)Cc2cc(OC)ccc2O1 (stereo not given),-1.7,1.0,3.3,0.1
Cn1nccc1Nc1nc2ncnc(NCc3cccc(C(F)(F)F)c3)c2[nH]1,0.8,0.6,7.2,0.2
CCOC(=O)c1cnc2cc(Cl)c(OC)cc2c1Nc1ccc(C(F)(F)F)cc1,-11.0,0.5,-20.2,-0.2
CC(C)(C)NC(=O)NC(=O)COC(=O)c1cccc(OC(F)F)c1,13.7,1.3,2.0,0.1
Cc1ccc(-n2c(O)c(C=NC(C)(C)C)c3ccccc3c2=O)cc1,10.3,1.1,5.9,0.0
O=C(NC(=S)NC12CC3CC(CC(C3)C1)C2)c1ccco1,-6.2,0.6,7.1,-0.2
CC(C)(C)P(=NC(=O)C(F)(F)F)(N1CCCCC1)N1CCCCC1,6.0,-0.1,7.3,0.0
CCNC(=O)N1CCC(C(=O)NC(c2ccc(F)cc2)c2ccccn2)CC1 (stereo not given),15.4,-0.1,-3.1,-0.1
